Scp-1 inhibitor: Scp-1 (human) phosphatase inhibition | Recombinant Scp1, phosphopeptide, malachite green phosphate absorbance | 0.88% of 340,000 active | inhibition, % at 20 µM | Q9GZU7;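 active = inhibition above about 50% at 20 µM, limit read from the data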;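 note: plate controls were DMSO wells with enzyme for no effect and wells lacking enzyme for full effect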
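Test system: SCP-1 phosphatase catalytic domain, residues 76-261; measured by: colorimetric phosphate reagent with accelerator and stabiliser, absorbance at 630 nm; timing: enzyme reaction 45 min at room temperature, colour 5 min, stabilisation 30 min; also added: Phosphorylated 17-residue peptide substrate; compound dosing: one concentration, 20 µM, with 1.0% DMSO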
CendR NRP1 mod: NRP-1/CendR interaction modulation; O14786; FAM-RPARPAR peptide binding to NRP-1, fluorescence polarization; inhibition, % at 25 µM; 0.85% of 360,000 active;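 active = inhibition or corrected inhibition above about 18%, plus a signal ratio from 0.5 to 1.5, limit read from the data, passing the limit was not always enough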; note: strong numbers were not always called active
STEP inh: inhibitors of human striatal-enriched phosphatase STEP. recombinant STEP, OMFP fluorogenic substrate, fluorescence. inhibition, % at 20 µM. 0.25% of 360,000 active. AID 588621;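 active = inhibition at 20 µM, scaled per plate between control wells, above about 37%, limit read from the data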;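 note: 0% = DMSO with enzyme and substrate and 100% = substrate only without enzyme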
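material = STEP tyrosine phosphatase | reagent = fluorogenic phosphatase substrate OMFP at 25 µM final | doses = single compound dose of 20 µM, 1% DMSO final | schedule = 20 min reaction, room temperature, in the dark | measured by = fluorescence, 480/540 nm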
E coli Lon inh: inhibits E. coli Lon protease | AID 602123 | inhibition, % at 7.94 µM | P0A9M0 | purified E. coli Lon protease, fluorescence polarization | 0.42% of 360,000 active; in the data active = inhibition above about 13%, passing the limit was not always enough;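 note: 0% = enzyme with probe and DMSO and 100% = no enzyme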
DNMT1 block: blocks human DNA methyltransferase DNMT1 | P26358 | DNMT1 molecular beacon, Hinp1I cleavage, fluorescence | inhibition (reported as % activation of signal), % at 10 µM | 0.83% of 360,000 active | AID 588458; in the data active = inhibition above about 50%
MsrA act: bovine methionine sulfoxide reductase A activation. purified bovine MsrA, absorbance read-out. activation, % at 10.6 µM. 0.3% of 360,000 active; in the data active = activation above about 7.5%;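 note: 0% = vehicle and 100% = reference activator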
MsrA inhibitor: bovine MsrA inhibition; purified bovine MsrA, absorbance read-out; inhibition, % at 15.5 µM; 0.75% of 360,000 active; AID 651718; in the data active = inhibition above about 4.5%;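 note: 0% = vehicle wells with enzyme and 100% = reference inhibitor wells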
SUMO1 PPI mod: alters human SUMO1 binding to SIM partners. P63165. SUMO1 binding to a labelled peptide, TR-FRET, 1 h. inhibition, % at 20 µM. 0.33% of 360,000 active. AID 602429; in the data active = inhibition above about 37%
Tb MetRS inh: blocks T. brucei methionyl-tRNA synthetase activity; 0.4% of 360,000 active; purified T. brucei MetRS, ATP depletion, Kinase-Glo luminescence; inhibition, % at 11.9 µM;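 active = inhibition above a per-plate cutoff of the control wells' mean inhibition plus 3 SD, cut at about 5.5% in these data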;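 note: 0% = DMSO wells median and 100% = median of wells with control inhibitor compound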
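Material: T. brucei methionyl-tRNA synthetase, purified; reagent: substrates ATP, L-methionine and bulk Escherichia coli tRNA; dosing: 11.9 µM single point; timing: 15 min plus 2 h at 25 °C; detection: luminescence of leftover ATP; evaluation: % inhibition; control set: DMSO-only wells as low control; replicates: singlicate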
LMPTP block: LMPTP (human) inhibition; recombinant LMPTP-A, OMFP fluorogenic substrate, fluorescence intensity; inhibition, % at 20 µM; 0.22% of 360,000 active; AID 651560;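 active = compounds that cut the enzyme signal by at least half of the control window in the single-dose screen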;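 note: plate controls were DMSO wells with enzyme plus substrate for no effect and substrate without enzyme for full effect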
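Test system – LMPTP-A phosphatase enzyme · Quantity – 0.625 nM LMPTP-A final · Reagent – OMFP substrate, 400 µM final · Dosing – one test concentration per compound, 20 µM, with 3% DMSO overall · Timing – 50 min enzyme reaction at room temperature, protected from light · Detection – fluorescence intensity · Controls – substrate-only low control, DMSO enzyme-plus-substrate high control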
* hit, by the source's call.

How did COc1cc2c(cc1OC)CN(C(=O)C(CCSC)NS(=O)(=O)c1ccc(C)cc1)CC2 (stereo not drawn) do in these assays?
Scp-1 inhibitor: -6; CendR NRP1 mod: -8; STEP inh: 1; E coli Lon inh: 0; DNMT1 block: 1; MsrA act: -2; MsrA inhibitor: 1.4; SUMO1 PPI mod: 5; Tb MetRS inh: -0.2; LMPTP block: -0.1

How did CC(C)CNC(=O)NC(=O)COc1ncnc2sccc12 do in these assays?
Scp-1 inhibitor: 3; CendR NRP1 mod: 0; STEP inh: -4; E coli Lon inh: -4; DNMT1 block: 3; MsrA act: -16; MsrA inhibitor: -0.2; SUMO1 PPI mod: 3; Tb MetRS inh: -1.9; LMPTP block: 1.1

What do the screens show for `Cc1cc(C(C)(C)C)cc(C)c1COC(=O)c1cccnc1`?
Scp-1 inhibitor: 1; CendR NRP1 mod: 4; STEP inh: 1; E coli Lon inh: -1; DNMT1 block: 4; MsrA act: -2; MsrA inhibitor: -0.8; SUMO1 PPI mod: 4; Tb MetRS inh: -0.5; LMPTP block: 2.7

Results for O=C(O)c1ccc2c(c1)C(=O)N(Cc1ccco1)C2=O ?
Scp-1 inhibitor: 2; CendR NRP1 mod: -19; STEP inh: 3; E coli Lon inh: 6; DNMT1 block: 2; MsrA act: 1; MsrA inhibitor: -1.3; SUMO1 PPI mod: -10; Tb MetRS inh: -0.4; LMPTP block: -2.0

Results for Nc1nonc1-n1nnc(C(=O)N/N=C/c2cccc(F)c2)c1-c1ccccc1 ?
Scp-1 inhibitor: -2; CendR NRP1 mod: 11; STEP inh: 1; E coli Lon inh: -3; DNMT1 block: 1; MsrA act: 0; MsrA inhibitor: -1.6; SUMO1 PPI mod: 1; Tb MetRS inh: 0.1; LMPTP block: -0.4

What do the screens show for `O=C(CSc1ncnc2c1cnn2-c1ccc(F)cc1)NC1CCCC1`?
Scp-1 inhibitor: -5; CendR NRP1 mod: 2; STEP inh: -1; E coli Lon inh: 5; DNMT1 block: 4; MsrA act: -2; MsrA inhibitor: -0.5; SUMO1 PPI mod: 0; Tb MetRS inh: 0.0; LMPTP block: -1.2

What do the screens show for `Cc1ccc(C)c(NC(=S)N(CCc2ccncc2)C(C)C)c1`?
Scp-1 inhibitor: -5; CendR NRP1 mod: -3; STEP inh: -1; E coli Lon inh: -10; DNMT1 block: 11; MsrA act: -11; MsrA inhibitor: -0.3; SUMO1 PPI mod: -2; Tb MetRS inh: -0.9; LMPTP block: 2.4

How did Cc1ccc(S(=O)(=O)c2cc3c(=O)n4ccccc4nc3n(CCCN3CCOCC3)c2=N)cc1C do in these assays?
Scp-1 inhibitor: 4; CendR NRP1 mod: 0; STEP inh: 5; E coli Lon inh: -11; DNMT1 block: 0; MsrA act: -1; MsrA inhibitor: 0.6; SUMO1 PPI mod: -1; Tb MetRS inh: 0.2; LMPTP block: 24

How did CCc1nc(SCC(=O)NNC(=O)C(C)C)c2ccccc2n1 do in these assays?
Scp-1 inhibitor: 2; CendR NRP1 mod: -1; STEP inh: -3; E coli Lon inh: 5; DNMT1 block: 2; MsrA act: -11; MsrA inhibitor: 1.5; SUMO1 PPI mod: -1; Tb MetRS inh: -2.0; LMPTP block: -0.9

What do the screens show for `C=C(C)CNC(=S)N/N=C(\C)c1cccc(NC(C)=O)c1`?
Scp-1 inhibitor: -2; CendR NRP1 mod: 14; STEP inh: 0; E coli Lon inh: 1; DNMT1 block: 1; MsrA act: -15; MsrA inhibitor: -0.4; SUMO1 PPI mod: 2; Tb MetRS inh: -1.4; LMPTP block: -0.5

What do the screens show for `CC(=O)C(/C=N/c1ncc(C(F)(F)F)cc1Cl)=C(\C)O`?
Scp-1 inhibitor: 13; CendR NRP1 mod: -2; STEP inh: 1; E coli Lon inh: -21; DNMT1 block: 11; MsrA act: -10; MsrA inhibitor: 0.1; SUMO1 PPI mod: -5; Tb MetRS inh: -1.0; LMPTP block: 0.8

What do the screens show for `COc1ccc(/C=C(/NC(=O)c2ccccc2)C(=O)NCCCn2ccnc2)cc1OC`?
Scp-1 inhibitor: -3; CendR NRP1 mod: 2; STEP inh: 1; E coli Lon inh: -1; DNMT1 block: 1; MsrA act: -3; MsrA inhibitor: 2.1; SUMO1 PPI mod: -3; Tb MetRS inh: 0.2; LMPTP block: -3.8

Next section; the last three above are carried over.
What do the screens show for `C=C(C)CNC(=S)N/N=C(\C)c1cccc(NC(C)=O)c1`?
Scp-1 inhibitor: -2; CendR NRP1 mod: 14; STEP inh: 0; E coli Lon inh: 1; DNMT1 block: 1; MsrA act: -15; MsrA inhibitor: -0.4; SUMO1 PPI mod: 2; Tb MetRS inh: -1.4; LMPTP block: -0.5

What do the screens show for `CC(=O)C(/C=N/c1ncc(C(F)(F)F)cc1Cl)=C(\C)O`?
Scp-1 inhibitor: 13; CendR NRP1 mod: -2; STEP inh: 1; E coli Lon inh: -21; DNMT1 block: 11; MsrA act: -10; MsrA inhibitor: 0.1; SUMO1 PPI mod: -5; Tb MetRS inh: -1.0; LMPTP block: 0.8

What do the screens show for `COc1ccc(/C=C(/NC(=O)c2ccccc2)C(=O)NCCCn2ccnc2)cc1OC`?
Scp-1 inhibitor: -3; CendR NRP1 mod: 2; STEP inh: 1; E coli Lon inh: -1; DNMT1 block: 1; MsrA act: -3; MsrA inhibitor: 2.1; SUMO1 PPI mod: -3; Tb MetRS inh: 0.2; LMPTP block: -3.8

Results for CCC(C)[C@H](NC(=O)Nc1ccc(C)cc1C)C(=O)O (stereo partly drawn) ?
Scp-1 inhibitor: -6; CendR NRP1 mod: -4; STEP inh: 3; E coli Lon inh: 0; DNMT1 block: 1; MsrA act: -3; MsrA inhibitor: 0.0; SUMO1 PPI mod: 3; Tb MetRS inh: 0.1; LMPTP block: -1.0

What do the screens show for `Cc1ccc(NC(=O)CN2C(=O)COc3ccc(C)cc32)nc1`?
Scp-1 inhibitor: -6; CendR NRP1 mod: 2; STEP inh: -3; E coli Lon inh: -4; DNMT1 block: -1; MsrA act: 0; MsrA inhibitor: -1.5; SUMO1 PPI mod: -2; Tb MetRS inh: -0.1; LMPTP block: -0.7

How did O=C(NN1C(=O)NC2(CCCCC2)C1=O)c1cc2cc(Cl)ccc2o1 do in these assays?
Scp-1 inhibitor: -13; CendR NRP1 mod: -8; STEP inh: -2; E coli Lon inh: -3; DNMT1 block: 9; MsrA act: -4; MsrA inhibitor: 0.7; SUMO1 PPI mod: 3; Tb MetRS inh: -0.3; LMPTP block: -0.4

Results for O=C(CCCSc1nc2ccccc2s1)NC1=NCCS1 ?
Scp-1 inhibitor: -8; CendR NRP1 mod: -11; STEP inh: 0; E coli Lon inh: -5; DNMT1 block: -6; MsrA act: 4; MsrA inhibitor: -0.2; SUMO1 PPI mod: -1; Tb MetRS inh: 0.1; LMPTP block: 0.6

How did CCC(C)C(=O)Nc1nnc(SCC(=O)NC2CCCC2)s1 (stereo not drawn) do in these assays?
Scp-1 inhibitor: -6; CendR NRP1 mod: 11; STEP inh: -1; E coli Lon inh: 3; DNMT1 block: 2; MsrA act: -2; MsrA inhibitor: -0.8; SUMO1 PPI mod: -5; Tb MetRS inh: -0.3; LMPTP block: -0.8

Results for CCOC(=O)C1(Cc2ccccc2)CCCN(C2CCN(C(C)=O)CC2)C1 (stereo not drawn) ?
Scp-1 inhibitor: -3; CendR NRP1 mod: -42; STEP inh: 1; E coli Lon inh: -8; DNMT1 block: -1; MsrA act: -1; MsrA inhibitor: 1.9; SUMO1 PPI mod: -5; Tb MetRS inh: -0.8; LMPTP block: 1.0

What do the screens show for `Cc1ccc(-c2ccc(CN3C(CC(C)C)C(=O)N(Cc4cn(Cc5ccco5)nn4)CCS3(=O)=O)cc2)cc1` (stereo not drawn)?
CendR NRP1 mod: -7; STEP inh: -3; E coli Lon inh: -5; DNMT1 block: -8; MsrA act: -1; MsrA inhibitor: -1.5; SUMO1 PPI mod: 29; Tb MetRS inh: -1.0; LMPTP block: 0.8

What do the screens show for `CC1(c2ccccc2)NC(=O)N(CC(=O)Nc2ccc(S(N)(=O)=O)cc2)C1=O` (stereo not drawn)?
Scp-1 inhibitor: -3; CendR NRP1 mod: 9; STEP inh: -1; E coli Lon inh: -6; DNMT1 block: -2; MsrA act: -8; MsrA inhibitor: 0.1; SUMO1 PPI mod: 1; Tb MetRS inh: -0.4; LMPTP block: 0.1

Results for CCOC(=O)c1nnc(-c2ccccc2)nc1N1CC(C)OC(C)C1 (stereo not drawn) ?
Scp-1 inhibitor: -1; CendR NRP1 mod: 14; STEP inh: -1; E coli Lon inh: -2; DNMT1 block: 0; MsrA act: -2; MsrA inhibitor: 0.4; SUMO1 PPI mod: -3; Tb MetRS inh: -0.4; LMPTP block: -1.0

What do the screens show for `Cc1[nH]nc2c1C1(C(=O)Nc3ccc([N+](=O)[O-])cc31)C(C#N)=C(N)O2` (stereo not drawn)?
Scp-1 inhibitor: -8; CendR NRP1 mod: -10; STEP inh: -3; E coli Lon inh: 5; DNMT1 block: -10; MsrA act: -1; MsrA inhibitor: 2.5; SUMO1 PPI mod: -12; Tb MetRS inh: 1.6; LMPTP block: -0.9

What do the screens show for `COc1ccc(/C=C(/NC(C)=O)C(=O)O)cc1`?
Scp-1 inhibitor: 1; CendR NRP1 mod: -4; STEP inh: 2; E coli Lon inh: -12; DNMT1 block: 3; MsrA act: 1; MsrA inhibitor: 0.2; SUMO1 PPI mod: 18; Tb MetRS inh: -0.6; LMPTP block: -0.7

Results for COc1ccc(CC(=O)N(C)Cc2cccc(OC)c2OC)cc1S(=O)(=O)N1CCOCC1 ?
Scp-1 inhibitor: -7; CendR NRP1 mod: 1; STEP inh: -2; E coli Lon inh: -3; DNMT1 block: -11; MsrA act: -7; MsrA inhibitor: -0.6; SUMO1 PPI mod: -100; Tb MetRS inh: -0.3; LMPTP block: -9.7
